# Bioassay records as filed in PubChem BioAssay.
# sdo1 growth = growth rescue of sdo1-depleted yeast, primary screen, S. cerevisiae, bone marrow failure model | S. cerevisiae sdo1-depleted JHY4D growth rescue, OD600 30 h; stronger effect = higher value; pdr5 snq2 efflux-pump mutant strain | z-score at 10 µM | 140,000 tested, 0.21% active;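 active = z-score above 3 at both the 24 hr and the 30 hr optical density reads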;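 note: z-score against mean and SD of all compound wells on the same plate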
# Insulin prom inh = inhibitors of insulin promoter-driven GFP, primary screen, imaging, TRM-6 cells (human fetal islet line), eGFP reporter, cell count | 130,000 tested, 0.9% active | inhibition, % at 2 µM | reporter expression induced with tamoxifen;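 active = inhibition above the mean plus 3 SD, with well images judged a real hit on visual review, cut at about 60% in these data, passing the limit was not always enough; inconclusive = inhibition over the cutoff but images rejected on review; inactive = inhibition not above the cutoff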
# sdo1 growth Rescue 24 h = also measured in sdo1 growth; calls as there; z-score; S. cerevisiae sdo1-depleted JHY4D growth rescue, OD600; measured here: growth rescue at 24 h;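 0 is the plate mean of compound wells and units are plate SD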
# Active calls of the source: *; ? = inconclusive; · = no result given.
canonical_smiles | sdo1 growth | sdo1 growth Rescue 24 h | Insulin prom inh
Cc1nc(N)sc1C(=O)N/N=C/c1cccnc1 | · | · | 14
Nc1ccc(C(=O)N/N=C\c2cc(N=Nc3cccc4ccccc34)ccc2O)cc1 | -0.98 | 0 | 0
O=C(CSc1nnc(-c2ccccc2Cl)o1)N1CCCCC1 | -1 | -0.45 | ·
CC1CCCCN1Cc1ccc(N(C)C)cc1 (configuration not stated) | 0.38 | -0.32 | -7
Cc1cccc(OCCCC(=O)Nc2ccccc2C(F)(F)F)c1 | -0.23 | -0.16 | 12
Cc1cc(C)c(C#N)c(SCc2[nH]nc3c2C(c2ccccc2)C(C#N)=C(N)O3)n1 (configuration not stated) | 0.78 | 1.1 | 43
CC(Sc1nncs1)C(=O)NCc1ccc2c(c1)OCO2 (configuration not stated) | 0.23 | -0.15 | 15
CCOc1ccccc1N1CCN(C(=O)c2cc(C)oc2C)CC1 | -0.51 | -0.78 | ·
Cc1nn(C)cc1CNC(=O)c1cccc(Cl)c1 | 1.3 | 1.2 | 27
CN(CC(=O)Nc1ccccc1N1CCOCC1)S(=O)(=O)c1ccc(Cl)cc1 | -0.75 | -0.29 | 65
C(=N\n1cnnc1)/c1cccnc1 | 1.1 | -0.23 | 14
CCOC(=O)C1=C(C)NC2=C(C(=O)c3ccccc32)C1c1ccc(O)cc1 (configuration not stated) | 0.07 | 0.71 | -50
Cc1ccc(C(=O)CN2C(=O)C(C)Oc3ccccc32)cc1 (configuration not stated) | · | · | -26
CCS(=O)(=O)N1CCN(C(=O)CC(C)C)CC1 | 2.4 | 2.5 | 18
CN1CCN(CCCNC(=O)c2nnc(Cc3c(F)cccc3Cl)o2)CC1 | 0.34 | 0.09 | -5
COC(=O)/C=C1/C(=O)N/C(=N\c2nc(C)cc(C)n2)N1c1ccc(OC)cc1 | 0.62 | -0.21 | ·
COCCCNCCOCCOc1ccc(C)cc1Br | -0.02 | -0.52 | -35
Oc1ccc(-c2nc(-c3ccc(O)c(O)c3)cs2)cc1 | 1.5 | 1.5 | ·
COc1cc(/C=C/C(=O)NCc2ccccn2)cc(OC)c1OC | 0.28 | -0.49 | 40
Clc1ccccc1CSc1nnc(/C=C/c2ccccc2)o1 | 1 | 1.9 | -31
CCC(c1nnnn1Cc1ccc(F)cc1)N(CCCO)Cc1cc2cc3c(cc2[nH]c1=O)OCO3 (configuration not stated) | 1.4 | 2.1 | -73
c1ccc2c(c1)CCCN2Cc1nnnn1CC1CCCO1 (configuration not stated) | 0.98 | 1.2 | -30
COc1ccc(Cl)cc1Nc1nc(-c2sc(NC(=O)C(C)(C)C)nc2C)cs1 | -1.3 | -1.2 | -60
CCn1ccnc1CN(C)Cc1nc(Cc2cccc(C(F)(F)F)c2)no1 | · | · | 27
Cc1n[nH]c(=O)n1-c1ccc(OC(F)(F)F)cc1 | · | · | 0
CC1CN(c2ccc([N+](=O)[O-])cc2C(=O)N2CCOCC2)CC(C)N1 (configuration not stated) | 1.8 | 1.9 | 14
Cc1ccc(-c2nn3c(C)nnc3c3ccccc23)cc1S(=O)(=O)NC(C)c1ccccc1 (configuration not stated) | -0.43 | -0.32 | 55
COCCn1c(=O)[nH]c2cc(C(=O)N3CCN(c4ccccc4OC)CC3)ccc2c1=O | 1.2 | -0.14 | 18
Cc1ccc(CNC(=O)CCSCCC(=O)NCc2ccc(C)cc2)cc1 | -0.63 | -0.02 | 29
O=C1C2C3c4ccccc4C(c4ccccc43)C2C(=O)N1Cc1ccccn1 (configuration not stated) | · | · | -77
O=c1c(Cl)c(Cl)cnn1-c1ccccc1 | 0.85 | -0.18 | -223
CCOC(=O)CCCNC(=O)COC(=O)c1cccc(C)c1O | 0.69 | 0.43 | 23
CCC(=O)N(CC)c1nc(-c2cc(OC)ccc2OC)cs1 | -0.89 | -0.78 | -282
Cc1cc(C(=O)NC(C)C)on1 | -0.48 | -0.58 | 64
COc1cccc(CNC(=O)Cc2ccc(-n3c(=O)[nH]c4ccccc4c3=O)cc2)c1 | 1.7 | 1.4 | ·
Cc1cc(C)c2c(n1)nn1c(NCCCN3CCOCC3)cc(C)nc21 | · | · | -37
CC(C)(C)c1ccccc1OCCN1CCCC1 | -0.13 | -1 | -33
CC(C)CSc1nc2c(c(=O)[nH]c(=O)n2C)n1CC(O)COc1cccc2ccccc12 (configuration not stated) | -0.18 | 1.1 | ·
CC(=O)Nc1cccc(S(C)(=O)=O)c1 | 1.5 | 1.3 | 15
COc1ccccc1N(CC(O)COc1ccccc1)S(=O)(=O)c1ccccc1 (configuration not stated) | -1.3 | -1.3 | 19
COc1ccc(/C(O)=C2/C(=O)C(=O)N(CCN(C)C)C2c2ccccn2)cc1OC (configuration not stated) | 0.7 | 0.39 | -29
CC(=O)NS(=O)(=O)c1ccc(NC(=O)c2cc(-c3cccs3)nc3ccccc23)cc1 | 0.5 | -0.29 | -27
Cc1cccc(NC(=O)Cn2c(=O)n(CCC(=O)NC3CCCC3)c(=O)c3ccccc32)c1 | -0.67 | 0.45 | -14
O=C(CCN1C(=O)C2C3CCC(C3)C2C1=O)Nc1ccc(Br)cc1 (configuration not stated) | -1.3 | -1.8 | -16
CCN(CC)S(=O)(=O)c1ccc(N2CCCCC2)c(NC(=O)c2ccncc2)c1 | · | · | 0
Cc1ccc(C)c(C(=O)Cn2ncc(Cl)c(Cl)c2=O)c1 | -0.43 | -0.31 | -269
Cc1cccc(N(CC(=O)Nc2ccc(-c3nc4ccc(C)cc4s3)cc2)S(C)(=O)=O)c1 | -0.23 | 1.4 | -17
CC(C)=C1C2CCC1C1C(=O)N(NC(=O)COc3ccc(Cl)c(C)c3)C(=O)C21 (configuration not stated) | -1.2 | -0.68 | 0
CCOc1ccc(C(=O)/C=C/Nc2ccc(S(=O)(=O)N=C(N)N)cc2)cc1 | -1.1 | -0.59 | 9
COc1ccc(C(=NNc2ccccc2C(=O)O)c2ccc(OC)cc2)cc1 | -1.7 | -0.84 | 29
COc1ccc(/C=N/NC(=O)CCc2c(C)n[nH]c2C)cc1OC | 0.84 | 0.67 | 46
O=C(NC1(C(F)(F)F)NC(=O)N(Cc2ccco2)C1=O)c1cccnc1 (configuration not stated) | 0.3 | 0 | 0
O=C(CN1CCCCC1)Nc1cccc([N+](=O)[O-])c1 | -0.02 | -0.27 | ·
CCOc1ccc(C(CCc2ccccc2)NC(=O)c2ccc(OC)c(OC)c2)cc1OCC (configuration not stated) | 0.87 | 1.3 | -3
CN1CCN(CC(=O)Nc2ccc(OCc3ccccc3)cc2)CC1 | 4.4* | 6.1* | 25
C/C(Cc1ccccc1)=N\NC(=O)CNC(=O)c1ccccc1 | 0.79 | 0.37 | ·
O=C(C1CCCN(S(=O)(=O)c2ccccc2)C1)N1CCCCCC1 (configuration not stated) | -0.48 | -0.28 | -25
O=C(c1ccco1)N1CCN(C(=O)N2CCCC2)CC1 | · | · | 31
CCN(CC)Cc1cc2ccccc2c2c1COC2 | -0.4 | -1 | -27
Cc1cccc(S(=O)(=O)Nc2ccc(-c3cn4ccccc4n3)cc2)c1 | -0.65 | -0.11 | ·

# An excerpt from above in order of their number in sdo1 growth Rescue 24 h, highest first.
canonical_smiles | sdo1 growth | sdo1 growth Rescue 24 h | Insulin prom inh
CN1CCN(CC(=O)Nc2ccc(OCc3ccccc3)cc2)CC1 | 4.4* | 6.1* | 25
CCS(=O)(=O)N1CCN(C(=O)CC(C)C)CC1 | 2.4 | 2.5 | 18
CCOC(=O)CCCNC(=O)COC(=O)c1cccc(C)c1O | 0.69 | 0.43 | 23
COC(=O)/C=C1/C(=O)N/C(=N\c2nc(C)cc(C)n2)N1c1ccc(OC)cc1 | 0.62 | -0.21 | ·
Cc1ccc(C)c(C(=O)Cn2ncc(Cl)c(Cl)c2=O)c1 | -0.43 | -0.31 | -269

# (more compounds)
canonical_smiles | sdo1 growth | sdo1 growth Rescue 24 h | Insulin prom inh
Oc1ccc(-c2nc(=S)[nH][nH]2)cc1 | 1.6 | 1.8 | 19
CCCCCCOc1ccc(C(CC(N)=O)C(=O)O)cc1 (configuration not stated) | · | · | 36
CCOC(=O)c1cc2occc2n1CC(=O)N1CCN(C(=O)c2ccco2)CC1 | 0.31 | 0.22 | ·
CCC(CC)C(=O)c1c[nH]c(C(=O)NCc2cccnc2)c1 | · | · | 45
O=C(c1cccc([N+](=O)[O-])c1)N1CCN(c2ccccn2)CC1 | 0.07 | -0.17 | 0
O=C(COc1ccc2ccccc2c1)NNC(=O)c1cnccn1 | -0.09 | -0.58 | -7
O=S(=O)(NCc1ccccc1)c1ccc(Cl)c(S(=O)(=O)NCc2ccccc2)c1 | 1.2 | 1.3 | -29
O=C(Nc1nnc(-c2ccc(Cl)cc2)o1)c1nc2ccccc2s1 | -2.5 | -1.8 | ·
Cc1cc(=O)oc2cc(OCC(=O)N/N=C/c3ccccc3[N+](=O)[O-])ccc12 | -1.4 | -1.1 | ·
O=C(c1cc2nc(-c3ccco3)cc(C(F)(F)F)n2n1)N1CCc2ccccc2C1 | -0.67 | -0.23 | ·
CCOC(=O)c1nn(-c2ccc(C)cc2)c(=O)c2c(N)scc12 | -1.5 | -1.4 | 25
CCCCCNC(=O)C(C#N)c1nc2ccccc2nc1N1CC(C)OC(C)C1 (configuration not stated) | · | · | 52
O=c1c2ccccc2nc(SCc2ccccc2F)n1C1CCCC1 | -0.12 | 0.34 | ·
O=C(O)CC(NS(=O)(=O)c1ccc(Br)cc1)c1ccco1 (configuration not stated) | 0.08 | -0.35 | ·
CCOC(=O)c1cc(-c2ccc(OC)cc2F)nc2c1c(C)nn2CCC#N | -0.53 | 1 | 14
CCOc1ccc(NC(=O)c2nn(-c3ccc(OC)cc3OC)c(=O)c3ccccc23)cc1 | · | · | ?
O=C(COc1cccc(NC(=O)c2ccco2)c1)c1ccccc1 | 0.32 | 0.18 | -44
O=C(CSCc1ccc(Cl)cc1)NCCSCc1ccco1 | · | · | 31
CN(NC(=O)NN)c1ncc(C(F)(F)F)cc1Cl | 0.24 | 0.48 | 48
Cc1ccc(CNc2ncnc(N)c2[N+](=O)[O-])cc1 | · | · | 16
Cc1cccnc1CCNC(=O)CC1C(=O)NCCN1CC1CCCCC1 (configuration not stated) | · | · | -4
CC(=O)N1CCN(C2c3cccc4cccc(c34)C2NS(=O)(=O)c2ccccc2)CC1 (configuration not stated) | 0.28 | 0.44 | 14
O=C(O)CCCC(=O)Nc1ccc(Sc2ccc([N+](=O)[O-])cc2)cc1 | -0.57 | -1.3 | 10
O=C(c1ccc(Cl)c(Cl)c1)N1CCC(=O)N(C(COCc2ccccc2)Cc2ccccc2)CC1 (configuration not stated) | -1.2 | -0.56 | -14
CCc1nc2ccccc2c(C(=O)OC2CCCCC2=O)c1C (configuration not stated) | · | · | -33
CCn1ncc(C2=NOC(C(=O)Nc3c(C)n(C)n(-c4ccccc4)c3=O)C2)c1C (configuration not stated) | 0.28 | 0.7 | ·
CCCC(=O)Nc1nc(-c2ccc3c(c2)OCCO3)cs1 | -1.4 | -1.4 | ·
CCOc1ccccc1C(=O)N1CCC(n2nnc3cc(C)ccc32)CC1 | -1.1 | -1.2 | ·
COCC(=O)N(C)c1nnc(-c2ccc([N+](=O)[O-])cc2)s1 | -0.61 | -1.6 | ·
Cc1ccccc1NC(=O)COC(=O)c1ccc(S(C)(=O)=O)c([N+](=O)[O-])c1 | · | · | -29
CCn1c(SCC(=O)Nc2ccc(-c3nc4ccc(C)cc4s3)cc2)nnc1-c1ccccc1 | -1.1 | 0.67 | -6
COc1ccc(S(=O)(=O)N2c3ccccc3OCC2C)cc1 (configuration not stated) | · | · | -245
Cc1ccc(CCN2CC(C(=O)NCCCN3CCOCC3)CC2=O)cc1 (configuration not stated) | 1.6 | 2.5 | -14
COc1cc(-c2nc(S(=O)(=O)c3ccc(Cl)cc3)c(N3CCOCC3)o2)cc(OC)c1OC | 0.02 | 0.81 | -114
Cc1c(C(O)CN2CCN(Cc3ccc4c(c3)OCO4)CC2)c2ccccc2n1C (configuration not stated) | 0.41 | 0.3 | 6
COc1ccc2nc(NC(=O)C3CCN(S(=O)(=O)c4cnc[nH]4)CC3)sc2c1 | 0.03 | -0.74 | ·

# Compounds shown so far that contain a cyano group (3):
canonical_smiles | sdo1 growth | sdo1 growth Rescue 24 h | Insulin prom inh
Cc1cc(C)c(C#N)c(SCc2[nH]nc3c2C(c2ccccc2)C(C#N)=C(N)O3)n1 (configuration not stated) | 0.78 | 1.1 | 43
CCCCCNC(=O)C(C#N)c1nc2ccccc2nc1N1CC(C)OC(C)C1 (configuration not stated) | · | · | 52
CCOC(=O)c1cc(-c2ccc(OC)cc2F)nc2c1c(C)nn2CCC#N | -0.53 | 1 | 14

# The list goes on:
canonical_smiles | sdo1 growth | sdo1 growth Rescue 24 h | Insulin prom inh
CCCC(C(=O)NC1CCCC1)N(CCCN1CCOCC1)C(=O)c1snc(C(N)=O)c1N (configuration not stated) | 0.43 | -0.3 | 14
NS(=O)(=O)c1ccc(CCNC(=O)CN2CCN(c3ccc(F)cc3)CC2)cc1 | 0.91 | 1.1 | 3
CCC(=O)N1CCc2cc(S(=O)(=O)NC(C(=O)NCc3ccc(C)cc3)C(C)C)ccc21 (configuration not stated) | -2 | -1.7 | ·
O=C(NCc1ccc(Cl)cc1)C1CCCN(S(=O)(=O)c2cnc[nH]2)C1 (configuration not stated) | 0.2 | -0.32 | ·

# An excerpt (hit frequency here may not be typical).
